KAT2A inh = GCN5L2 (KAT2A) acetyltransferase inhibition; Q92830; GCN5L2 HAT assay, ThioGlo1 CoA-SH fluorescence; Potency, µM (top dose mostly 58.9 µM), for inactives: at the highest dose activity change, negative = inhibition, actives largely listed as inhibitors; actives 0.21% (n = 390,000); AID 504327
Target sequence (Q92830 whole entry, looked up): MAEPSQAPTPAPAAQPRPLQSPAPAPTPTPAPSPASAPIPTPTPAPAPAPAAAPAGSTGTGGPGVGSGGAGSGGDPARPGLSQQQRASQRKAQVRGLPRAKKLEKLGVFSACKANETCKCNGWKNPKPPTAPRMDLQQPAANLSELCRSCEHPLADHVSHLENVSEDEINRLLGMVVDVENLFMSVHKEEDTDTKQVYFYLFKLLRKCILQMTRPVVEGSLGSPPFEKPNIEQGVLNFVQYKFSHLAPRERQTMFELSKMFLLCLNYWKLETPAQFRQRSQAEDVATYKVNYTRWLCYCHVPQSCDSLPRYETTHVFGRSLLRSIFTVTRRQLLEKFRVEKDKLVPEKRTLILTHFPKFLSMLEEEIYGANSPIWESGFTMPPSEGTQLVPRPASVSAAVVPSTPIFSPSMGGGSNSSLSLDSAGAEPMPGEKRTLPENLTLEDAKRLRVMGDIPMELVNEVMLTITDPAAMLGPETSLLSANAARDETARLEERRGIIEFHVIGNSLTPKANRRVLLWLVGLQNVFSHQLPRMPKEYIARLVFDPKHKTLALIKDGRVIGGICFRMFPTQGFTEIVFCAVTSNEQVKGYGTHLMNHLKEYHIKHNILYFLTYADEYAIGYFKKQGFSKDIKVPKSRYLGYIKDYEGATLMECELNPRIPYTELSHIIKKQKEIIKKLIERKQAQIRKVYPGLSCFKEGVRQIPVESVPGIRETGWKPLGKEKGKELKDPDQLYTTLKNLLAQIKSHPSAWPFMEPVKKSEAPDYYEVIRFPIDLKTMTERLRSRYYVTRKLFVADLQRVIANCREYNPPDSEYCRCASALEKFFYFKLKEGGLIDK
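Compounds, pin-transferred from DMSO stocks, meet 20nM GCN5L2 for 15 min before the reaction begins with H3(1-25) peptide (75uM) and acetyl-CoA (70uM). Thiol-reactive ThioGlo1 reports CoA release over 20 min at room temperature.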
FEN1 inhibitor = human FEN1 inhibition; P39748; Recombinant FEN1 flap cleavage, fluorescence, 15 min; Potency, µM (highest dose often 114 µM), for inactives: top-dose activity change, negative = inhibition, most hits filed as inhibitors; actives 0.35% (n = 390,000); note: nearly all actives have a fitted effect of over 65% in size
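Read-out was taken twice, immediately and after 15 min, following addition of 50 nM substrate to 10 nM FEN1 that had sat with test compound for 15 min at room temperature. Curves came from a four-parameter Hill model.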
N370S GC mod = inhibits or activates N370S mutant glucocerebrosidase | Potency, µM (top dose mostly 59.4 µM), for inactives: top-dose activity change, negative = inhibition, hits mostly inhibitors | actives 0.092% (n = 330,000) | N370S GC spleen homogenate, 4MU-glucoside fluorescence | AID 2101;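 note: 0% = full enzyme activity and -100% = no enzyme basal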
* hit, by the source's call; ? = inconclusive; nt = not tested or not shown; [ ] = remark or other dose. Calls come from the whole dose curve; as a rule, active = well fitted curve in the direction sought with a large enough effect; inconclusive = small, poorly fitted or top-dose-only effect, or another doubt; inactive = no such curve, though single readings can be large; an effect the other way counts as inactive or inconclusive. Unless noted, % is set by controls: 0 for no effect and ±100 for the full control effect; potency is the fitted concentration of half-maximal effect. Random draw from the library; 0.54% or so of the library scored in one or more.

SMILES	KAT2A inh	FEN1 inhibitor	N370S GC mod
Cc1onc(-c2ccccc2)c1C(=O)OCC(=O)Nc1ccc(C#N)cc1	-8%	-22%	nt
O=C(N/N=C/c1ccc([N+](=O)[O-])s1)c1ccccc1Br	-13%	-21%	-20%
CC1CCN(C(=O)CN2CCSc3ccccc32)CC1	21%	-1%	nt
O=C(Nc1ccc2oc(-c3ccc4ccccc4c3)nc2c1)c1cc(Br)ccc1Cl	0%	-8%	nt
Cc1nc(P(=O)(c2ccccc2)c2ccccc2)c(N2CCOCC2)o1	-1%	8%	9%
COC(=O)c1scc(C#N)c1N/N=C(\C#N)S(=O)(=O)c1ccc(Cl)cc1	3%	9%	-2%
Cc1noc(C)c1C(=O)NCc1ccccc1	2%	-3%	5%
COc1ccc2[nH]cc(CCO)c2c1	-6%	nt	-6%
Cc1ccc(S(=O)(=O)NCc2cccnc2)cc1	-6%	-6%	-3%
O=C(NCCn1cc(SCc2ccc(C(F)(F)F)cc2)c2ccccc21)c1cccs1	-11%	-4%	nt
Cc1ccc(Sc2ccc(N3CCC(C(=O)Nc4cc(C)cc(C)c4)CC3)nn2)cc1	-6%	2%	nt
CCOC(=O)N1CCN(S(=O)(=O)c2ccc3c(c2)C(C)C(=O)N3)CC1 (centres undefined)	99%[activator]	-4%	nt

One compound at a time, as listed above. Order of values: KAT2A inh | FEN1 inhibitor | N370S GC mod
Profile of `Cc1onc(-c2ccccc2)c1C(=O)OCC(=O)Nc1ccc(C#N)cc1` = -8% | -22% | nt
Profile of `Cc1noc(C)c1C(=O)NCc1ccccc1` = 2% | -3% | 5%
Profile of `Cc1ccc(S(=O)(=O)NCc2cccnc2)cc1` = -6% | -6% | -3%
Profile of `Cc1ccc(Sc2ccc(N3CCC(C(=O)Nc4cc(C)cc(C)c4)CC3)nn2)cc1` = -6% | 2% | nt

Next part.
SMILES	KAT2A inh	FEN1 inhibitor	N370S GC mod
Cc1cc(=O)oc2cc(OCC(=O)N3CCC(C(N)=O)CC3)ccc12	-5%	-10%	1%
CCC(Sc1ccccc1C(=O)O)C(=O)O (centres undefined)	-6%	-5%	nt
CCN1CCN(C(=O)CN(CC)S(=O)(=O)c2ccc(Cl)cc2)CC1	nt	3%	-2%
CCC(=O)Nc1sc(Cc2ccccc2)c(C)c1C(N)=O	-15%	-7%	26%
COc1ccc(C(NC(=O)CNC(C)=O)C(=O)Nc2ccc3c(c2)OCCO3)cc1 (centres undefined)	-32%	2%	-5%
O=S(=O)(CCSc1nc2ccccc2s1)c1nc2ccccc2s1	-6%	-6%	27%
Cc1cccc2c1cnn2C(=O)Nc1ccccc1Br	2%	14%	0%
Cn1nc(-c2ccc(Cl)cc2)c2cc(C(=O)NCc3ccco3)sc21	-5%	?	4%
COc1cc2c(cc1OC)C1O[C@](CCCCN3C(=O)c4ccccc4C3=O)(C2)OC2=C1C(=O)OC1(CCCCC1)C2	-1%[12.7 µM]	nt	5%[12.8 µM]
Cc1ccc(C(=O)NCC2CCCO2)cc1[N+](=O)[O-] (centres undefined)	-5%	8%	-5%
CCc1cc(C(=O)Cc2cnn(-c3ccccc3)c2)c(O)cc1O	-28%	?	4%
Cc1ccc(CN2CCN(Cc3ccccc3-c3ccco3)CC2CCO)o1 (centres undefined)	?	-13%	-3%

Rewritten in markdown: 3 of the compounds above.
| mol | KAT2A inh | FEN1 inhibitor | N370S GC mod |
| --- | --- | --- | --- |
| Cc1cccc2c1cnn2C(=O)Nc1ccccc1Br | 2% | 14% | 0% |
| COc1ccc(C(NC(=O)CNC(C)=O)C(=O)Nc2ccc3c(c2)OCCO3)cc1 (centres undefined) | -32% | 2% | -5% |
| O=S(=O)(CCSc1nc2ccccc2s1)c1nc2ccccc2s1 | -6% | -6% | 27% |

(list continues)
SMILES	KAT2A inh	FEN1 inhibitor	N370S GC mod
COc1ccc2nc(NC(=O)CS(=O)(=O)c3ccc(C)cc3)sc2c1	-5%	5%	-5%
Cc1ccccc1-c1cc(Nc2ccccc2)ncn1	-10%	nt	-6%
Cc1cc(-c2ccccc2)nc2cc(C(=O)NCc3ccco3)nn12	-14%	-16%	19%
CCC(CC)NC(=O)Cc1ccc(S(=O)(=O)N2CCOCC2)s1	-3%	-3%	17%
Cc1cc(SCc2ccc(Cl)cc2)nc(=O)[nH]1	0%	4%	3%
Cc1ccc(OCC(=O)OCC(=O)c2c(N)n(C)c(=O)n(C)c2=O)cc1C	-7%	16%	17%
OCCNc1nc(NCCC2=CCCCC2)nc(N2CCOCC2)n1	-9%	5%	?
CC(=O)Nc1ccc(S(=O)(=O)Oc2ccc(C(=S)N3CCC(O)CC3)cc2)cc1	-1%	-1%	3%
COc1ccc(CCNC(=O)Nc2ccc3c(c2)OCO3)cc1OC	2%	16%	-3%
COc1ccc(-c2cc(NC(=O)c3cncn3-c3ccccc3)ccc2OC)cc1	-11%	-10%	-10%
CCc1ccc(NC(=O)c2ccc3c(c2)nnn3CC)cc1	4%	-1%	nt
COc1ccc(N2CCN(C(=O)CCCC3=NS(=O)(=O)c4ccccc4N3)CC2)cc1	15%	-7%	0%

Brought forward from above: 3 compounds; new compounds follow.
SMILES	KAT2A inh	FEN1 inhibitor	N370S GC mod
COc1ccc(-c2cc(NC(=O)c3cncn3-c3ccccc3)ccc2OC)cc1	-11%	-10%	-10%
CCc1ccc(NC(=O)c2ccc3c(c2)nnn3CC)cc1	4%	-1%	nt
COc1ccc(N2CCN(C(=O)CCCC3=NS(=O)(=O)c4ccccc4N3)CC2)cc1	15%	-7%	0%
CCOC(=O)c1c(C)[nH]c(C)c1S(=O)(=O)N1CCC(C(=O)Nc2cc(C)ccn2)CC1	17%	-2%	nt
COc1cccc(/C=N/NC(=S)Nc2cccnc2)c1	0%	-6%	-2%
N#C/C(=C\Nc1ccccc1SC(F)(F)F)c1nc(-c2ccc(F)cc2)cs1	-1%	-1%	9%
CCc1[nH]nc(C(=O)N2CCCC(Nc3cccc(F)c3)C2)c1C (centres undefined)	-5%	-1%	-1%
O=C(CC1CCCCC1)Nc1nc2ccccc2s1	-7%	5%	-18%
COc1cccc(CN(C)C(c2ccccc2)c2ccccc2)c1OC	-7%	4%	0%
CCOC(=O)N1CCN(Cc2nc(-c3cccc(Cl)c3)no2)CC1	-6%	1%	-2%
CSc1ccc(Cl)c(C(=O)OCC(=O)N2CCN(C(=O)c3ccco3)CC2)c1	-10%	-2%	nt
CCCCOc1ccc(/C=N/NC(=S)Nc2cccc(C)c2C)cc1	-6%	-16%	-5%
CCC(C)C(NC(=O)c1ccccc1NC(=O)c1ccco1)C(=O)NC1CCCCC1 (centres undefined)	-1%	-6%	-3%
O=C(C1CCN(S(=O)(=O)c2ccc(Cl)cc2)CC1)N1CCCC1	-5%	10%	-13%
CC(C)(C)c1cc(NC(=O)Nc2ccc(Cl)cc2Cl)no1	-12%	10%	?
COc1ccc(C2C3=C(CC(C)(C)CC3=O)Nc3nc(C)nn32)cc1OC (centres undefined)	1%	14%	27%
O=C1C[C@@H](c2ccc(O[C@@H]3O[C@H](CO)[C@@H](O)[C@H](O)[C@H]3O)cc2)Oc2cc(O)ccc21	-3%	-14%	-3%
O=C(O)C1CC=CCC1C(=O)Nc1ccccc1C(=O)N1CCN(c2ccc(Cl)cc2)CC1 (centres undefined)	0%	1%	2%
CCCCC(=O)Nc1ccc(NC(=O)CC)cc1OC	-3%	8%	10%
N#CCCn1c(=O)c(-c2cccs2)nc2cnc(Nc3ccccc3)nc21	-2%	nt	-8%
Cc1cccc2c1CC(C)(C)N/C2=C\C(N)=O	1%	9%	-7%
Cc1cc(C)n(-c2ccnc3cc(Cl)ccc23)n1	2%	-1%	-4%
CC1CCCCN1C(=O)NC1CC(=O)N(c2ccc3c(c2)OCCO3)C1 (centres undefined)	1%	0%	-7%
CCN(CC)c1nn2c(=O)c(C(=O)NCc3ccc(F)cc3)cnc2s1	-2%	-6%	nt
O=C(CC(=O)N/N=C\c1ccccc1)NCCc1ccccc1	-9%	1%	-2%
CCOC(=O)C1CNc2cc(S(=O)(=O)CC)ccc2O1 (centres undefined)	-5%	9%	-1%
CCCN=Cc1sc2ccc(OCC)cc2c1O	-8%	-7%	21%
O=C(NCC1CCCO1)c1ccc(CS(=O)(=O)Cc2ccc(F)cc2)o1 (centres undefined)	-8%	8%	5%
CNc1nc(Nc2ccc(Br)cc2)nc(N)c1[N+](=O)[O-]	-4%	-3%	-10%
CCOC(=O)C1(CC2CCCCO2)CCN(C(=O)Nc2cccc(SC)c2)CC1 (centres undefined)	-19%	2%	21%
CCN(CC)C(=O)c1sc2c(c1C)c(=O)n(-c1ccc(OC)cc1OC)c(=O)n2Cc1cc(C)ccc1C	-5%	1%	nt
COc1ccc(OC)c(CC(NC(C)=O)C(=O)NC2CCN(C(=O)c3cccc(C)c3)CC2)c1 (centres undefined)	-7%	7%	-3%
O=C(NNC(=O)c1ccc(F)c(S(=O)(=O)N2CCOCC2)c1)c1ccc([N+](=O)[O-])cc1	-2%	-1%	nt
CCOc1cccc(NC(=O)c2ccc(F)c(S(=O)(=O)N(CC)c3cccc(C)c3)c2)c1	-8%	-13%	nt
O=C1C(Cl)=C(Nc2ccc(F)cc2)C(=O)N1CCc1ccccc1	-2%	0%	1%
CC(=O)c1ccc(S(=O)(=O)N2CCCCC2C(=O)O)cc1 (centres undefined)	-19%	16%	7%
O=c1cc(-c2ccccc2)[nH]n1-c1nc2ccccc2[nH]1	-16%	7%	9%
Cc1ccc(NC(=O)C(C)N2C(=O)c3ccccc3C2=O)cc1C (centres undefined)	-9%	-5%	4%
COc1cc(CCC(=O)OCC(=O)c2ccc[nH]2)cc(OC)c1OC	-2%	0%	nt
O=C(/C=C/c1ccco1)N(Cc1ccccc1)C1CCS(=O)(=O)C1 (centres undefined)	-5%	9%	-8%
C(/CCc1ccccc1)=N\Nc1nc2ccccc2[nH]1	-6%	2%	-16%
O=C(CSc1nnc(-c2ccccc2Br)o1)N1CCOCC1	-6%	2%	-7%
O=C(NCc1ccccc1)c1cccc2c1C(=O)c1ccc(/C=C/c3ccccc3)cc1S2(=O)=O	-3%	-15%	nt
Cc1ccc(CSCCNC(=O)/C=C/c2ccc(Cl)cc2)cc1	0%	-5%	5%
CC[n+]1ccccc1/C=C/c1ccc(N(C)C)cc1	-18%	-23%	-13%
CC(C)N(C(=O)[C@H]1CC(CC(=O)NCC23CC4CC(CC(C4)C2)C3)C(=O)N2CCc3c([nH]c4ccccc34)[C@]12C)C(C)C (some centres undefined)	-11%	?	nt
COC(=O)c1ccc2c(c1)N(Cc1cc(C)ccc1C)C(=O)c1ccccc1S2	-1%	-17%	nt
c1ccc(CSc2ncnc3c2cnn3-c2ccccc2)cc1	-2%	2%	5%
N#Cc1ccccc1OCC(=O)Nc1ccccc1C(=O)NC1CC1	-3%	2%	0%
CCCS(=O)(=O)NCCc1cc2ccc(C)cc2[nH]c1=O	-1%	2%	5%
COc1ccccc1NC(=O)N1CCCC(CNC(=O)c2ccccc2Cl)C1 (centres undefined)	-11%	-13%	6%
Cc1onc(-c2ccccc2)c1C(=O)NN1CCOCC1	-2%	-7%	nt
O=[N+]([O-])c1c(NCCO)cc(N2CCCCC2)c2nonc12	1%	-8%	-4%
CC(NS(=O)(=O)c1ccc(Br)cc1)C(N)=O (centres undefined)	-7%	-4%	1%
Cn1cccc1C(=O)N/N=C/c1c(Cl)cccc1Cl	4%	2%	-2%
O=C(CSCC(=O)OCC(=O)c1ccc(Br)cc1)Nc1ccc(Br)cc1	0%	-12%	8%
CC(=O)c1c(C)n(-c2ccccc2)c2ccc(OCC(N)=O)cc12	0%	0%	0%
COc1ccc(CCNC(=O)CCc2c(C)c3cc4c(C)coc4cc3oc2=O)cc1	-14%	9%	nt
CCCCC(=O)NC1(C(F)(F)F)C(=O)Nc2c1c(=O)[nH]c(=O)n2-c1ccc(C)c(C)c1 (centres undefined)	-3%	-17%	nt
COc1cccc(OC)c1C(=O)Nc1ccnn1C	3%	19%	2%
COc1ccc(N(CC(=O)Nc2ccc(S(=O)(=O)N3CCCC3)cc2)S(C)(=O)=O)cc1OC	-4%	-1%	-4%
O=C(NCCN1CCN(c2ccccc2)CC1)C1(S(=O)(=O)c2ccc(Cl)cc2)CC1	-1%	-2%	2%
CC(C)C(=O)Nc1ccc(S(=O)(=O)Nc2ccccn2)cc1	-20%	-2%	20%

Following part.
SMILES	KAT2A inh	FEN1 inhibitor	N370S GC mod
COc1cc(C(=O)OCC(=O)N(CC(C)C)C2CCS(=O)(=O)C2)ccc1OCC(C)C (centres undefined)	2%	0%	-8%
O=C(Nc1cccc(Cl)c1)N(Cc1nc2ccccc2c(=O)[nH]1)C1CCCC1	0%	-13%	0%
COc1ccc(C2C(C(=O)N3CCN(c4ccccc4F)CC3)c3ccccc3C(=O)N2C)cc1 (centres undefined)	-6%	8%	2%
Cc1c(-c2ccc(F)cc2)[n+](=O)c(-c2ccc(F)cc2)c(C)n1[O-]	1%	8%	0%
CCC(C)(C)n1nnnc1C(c1ccc(O)c(OC)c1)N1CCc2ccccc2C1 (centres undefined)	33%[activator]	-2%	-3%
